From PubChem
EBNA-1 inh: EBNA-1 DNA-binding inhibitors, primary screen, biochemical, fluorescence polarization; 300,000 compounds, 0.34% hits; inhibition, % at 14.8 µM; in the data active = inhibition above about 28%
GSTO1 inh: inhibitors of recombinant GSTO1, primary screen, counter-screen for RBBP9 inhibitor project, biochemical, fluorescence polarization; activity-based probe fluorescence polarization; Glutathione S-transferase omega-1 (Homo sapiens), P78417; inhibition, % at 5.96 µM; 300,000 compounds, 1.1% hits;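 active = inhibition above the campaign mean inhibition plus 3 SD, cut at about 35% in these data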;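 also: 0% = GSTO1-1 with DMSO and 100% = wells lacking GSTO1-1 enzyme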
LYPLA2 inh: LYPLA2 inhibitors, primary screen, counter-screen for PME1 inhibitor project, biochemical, fluorescence polarization, FP-Rh probe ABPP; Acyl-protein thioesterase 2 (Homo sapiens), O95372; recombinant LYPLA2; inhibition, % at 5.9 µM; 320,000 compounds, 0.38% hits; AID 2177, 2009;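 active = inhibition above the screen-wide mean plus 3 SD, limit set per campaign, cut at about 26% in these data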;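 also: 0% = LYPLA2 with DMSO and 100% = wells lacking LYPLA2 enzyme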
PAFAH1B3 FP inh: PAFAH1B3 enzyme inhibitors, primary screen, biochemical, fluorescence polarization, human; inhibition, % at 3.39 µM; Platelet-activating factor acetylhydrolase IB subunit alpha1 (Homo sapiens), Q15102; 340,000 compounds, 0.28% hits; recombinant PAFAH1B3, FP-rhodamine probe;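 active = inhibition above the screen-wide average of all tested compounds plus 3 SD, cut at about 25% in these data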;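 also: 0% = enzyme with DMSO only and 100% = wells lacking PAFAH1B3 protein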
PAD4 inh: human PAD4 inhibitors, primary screen, biochemical, fluorescence polarization, 1536-well format | Protein-arginine deiminase type-4 (Homo sapiens), Q9UM07 | recombinant PAD4, RCA probe fluorescence polarization | inhibition, % at 6.36 µM | 330,000 compounds, 0.41% hits | AID 485272, 2010;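 active = percent inhibition above a cutoff equal to the mean of all tested compounds plus 3 SD, cut at about 15% in these data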;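 also: 0% = PAD4 with RCA probe and DMSO and 100% = probe without PAD4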
LYPLA1 inh: LYPLA1 inhibitors, primary screen, counter-screen for PME1 inhibitor project, biochemical, fluorescence polarization, FP-Rh probe ABPP. inhibition, % at 5.9 µM. 320,000 compounds, 0.16% hits. Acyl-protein thioesterase 1 (Homo sapiens), O75608. AID 2174, 2009. recombinant LYPLA1;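 active = inhibition above the mean of all tested compounds plus 3 SD, set per campaign, cut at about 14% in these data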;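 also: inhibitors block serine hydrolase probe labeling of LYPLA1 so polarization falls; 0% = enzyme with DMSO and 100% = wells lacking LYPLA1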
PREPL inhibitor: PREPL enzyme inhibitors, primary screen, biochemical, fluorescence polarization; recombinant PREPL, fluorescence polarization activity-based probe; inhibition, % at 5.96 µM; 320,000 compounds, 0.68% hits; in the data active = inhibition above about 43%;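 also: 0% = enzyme with DMSO and 100% = wells lacking enzyme; many of its hits are not listed in these tables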
ZTA counter: blocks Epstein-Barr virus ZTA, an EBNA-1 counter-screen | P03206 | ZTA-DNA binding, fluorescence polarization | inhibition, % at 11 µM | 320,000 compounds, 0.15% hits | AID 2234; in the data active = inhibition above about 33%
PAFAH2 inh: PAFAH2 enzyme inhibitors, primary screen, biochemical, fluorescence polarization, human. recombinant PAFAH2, FP-rhodamine activity probe. inhibition, % at 3.39 µM. 340,000 compounds, 0.99% hits. AID 492956, 2010;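 active = inhibition above the mean over all tested compounds plus 3 SD, cut at about 30% in these data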;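 also: inhibitors block probe labeling of enzyme so polarization drops; 0% = enzyme with DMSO and 100% = wells lacking PAFAH2 protein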
An asterisk follows results filed as active; . = no result given. These rows are one share of the data; count on the stated rates, not on these rows.

mol | PAFAH2 inh | GSTO1 inh | LYPLA1 inh | LYPLA2 inh | PAFAH1B3 FP inh | ZTA counter | EBNA-1 inh | PREPL inhibitor | PAD4 inh
CN(CC(=O)Nc1cc(S(=O)(=O)N2CCOCC2)ccc1Cl)C1CCS(=O)(=O)C1 (stereo unspecified) | 1.6 | 8.6 | 0.1 | -4.6 | -2.7 | 9.0 | -11.6 | 22.9 | -5.3
CCOCCCNC(=O)C1CCN(S(=O)(=O)c2cc(Br)cc3c2N(C(=O)CC)CC3)CC1 | 7.3 | 3.7 | -3.1 | 3.3 | -1.4 | 1.1 | -9.8 | 1.4 | -3.6
CC(C)(CNC(=O)c1ccc(-c2ccccc2Cl)o1)N1CCOCC1 | -4.5 | -3.3 | 2.1 | 4.3 | 12.2 | 2.7 | -5.1 | 14.5 | -1.9
COCCCN1C(=O)C(=O)/C(=C(/O)c2ccc(OCC(C)C)cc2C)C1c1cccnc1 (stereo unspecified) | 3.2 | -2.7 | -0.2 | 1.3 | 3.3 | 10.1 | 1.2 | -1.0 | -1.4
COc1ccc(S(=O)(=O)NC(C)C(=O)Nc2ccccc2)cc1Cl (stereo unspecified) | -6.5 | 1.0 | 7.3 | 5.5 | 10.8 | -4.8 | -14.9 | 14.0 | 0.8
COc1cccc(NC(=O)CCC(=O)Nc2ccc3nc(N4CCOCC4)cc(C)c3c2)c1 | -4.8 | 5.3 | -2.0 | 4.4 | 3.8 | 0.2 | -4.8 | 3.1 | -1.6
O=C(N/N=C/c1ccc(Sc2ccccn2)o1)c1cccc([N+](=O)[O-])c1 | 5.4 | -0.7 | 5.3 | -6.5 | 7.8 | -15.4 | 6.3 | 4.3 | -2.8
N#Cc1cc2c(nc1SCC(=O)NCc1ccc3c(c1)OCO3)CCCCC2 | -4.0 | 0.9 | 5.6 | 4.9 | -0.7 | 3.7 | 1.7 | -5.9 | 1.1
COc1ccc(CC(=O)NCC2(N3CCCCC3)CCCCC2)cc1 | -0.1 | -0.1 | 1.6 | -2.8 | 3.5 | -1.8 | -6.3 | 11.6 | -0.7
COc1ccccc1C(=O)NNC(=O)c1cccc(C)c1 | -3.5 | -1.8 | -3.7 | -2.7 | 2.7 | -12.7 | -4.1 | -7.2 | 0.0
N#Cc1ccc(C(=O)NC2=NCCS2)cc1 | 2.9 | 9.4 | -0.7 | -0.9 | 2.2 | -4.9 | 6.6 | 6.6 | 2.6
COc1ccccc1-n1c(C)nnc1SCC(=O)Nc1cccc(C(C)=O)c1 | -4.7 | 0.2 | -3.4 | 2.6 | 6.9 | 2.6 | -4.6 | 1.1 | 2.7
Cc1ccc(S(=O)(=O)c2cc3ccccc3nc2N)cc1 | -0.5 | 9.2 | -1.5 | 7.8 | -0.2 | -9.6 | 10.7 | -7.4 | -2.3
O=S(=O)(Nc1cccc(S(=O)(=O)N2CCOCC2)c1)c1ccc2c(c1)OCCO2 | 6.2 | 9.8 | 1.4 | 3.2 | 8.8 | 14.2 | -0.9 | -1.6 | -3.1
CCc1ccc(NC(=O)[C@H](C)NC(=O)C2CCN(C(=O)[C@@H](NC(=O)OC(C)(C)C)C(C)C)CC2)cc1 | -7.3 | 0.1 | -1.4 | -2.9 | 5.5 | -6.6 | 4.3 | 4.0 | -1.9
CCC(C)(C)NC(=O)CN(Cc1cccs1)C(=O)C(=O)Nc1ccc2c(c1)OCCO2 | 1.3 | 7.6 | -1.0 | -1.6 | -0.1 | 5.5 | 12.3 | 5.6 | -1.2
O=c1c2sccc2n(Cc2cc(=O)n3ccccc3n2)c(=O)n1-c1ccccc1 | -8.2 | 2.9 | -0.2 | 3.7 | 1.5 | 0.0 | 4.2 | 12.2 | 0.4
Cc1ccc(C(C(=O)NC2CCCC2)N(C(=O)Cc2cccs2)c2ccc(C)c(C)c2)o1 (stereo unspecified) | 8.9 | 0.8 | 1.9 | -3.1 | -29.9 | 10.3 | 2.7 | -2.1 | 3.2
Cc1ccc(C)c(NC(=O)NNS(=O)(=O)c2ccc(C)c(C)c2)c1 | -1.8 | 7.0 | 1.1 | -0.1 | 1.3 | -16.8 | 11.2 | -2.4 | 1.8
N#Cc1nc(-c2ccccc2F)oc1NCc1cccc2c1OCO2 | 4.0 | -1.7 | -1.8 | 2.7 | 2.3 | 9.4 | 0.6 | 2.7 | -2.6
Cc1ccc(Nc2cc(C)nc3nnnn23)cc1 | 0.0 | 4.0 | -1.0 | -4.1 | 0.8 | -4.6 | 1.7 | -1.4 | -4.6
Cc1c(Nc2cc(=O)oc3ccccc23)c(=O)n(-c2ccccc2)n1C | 14.0 | 1.1 | -5.1 | 5.4 | -0.4 | 4.3 | 1.4 | -1.1 | -0.8
Cc1ccc(NC(=O)c2ccccc2OCc2ccc([N+](=O)[O-])cc2)nc1 | -8.0 | 11.9 | 0.7 | -4.5 | 6.5 | 3.3 | -4.3 | 16.1 | -4.6
COc1ccc(Cl)cc1Nc1nc(C)cc(C)c1C(N)=O | 6.4 | -2.5 | 1.6 | 3.7 | 1.0 | -7.8 | -9.1 | -9.6 | -2.1
CCOC(=O)CCCCCC(=O)Nc1ccc2c(c1)CC(=O)N([C@@H](C)CO)C[C@@H](C)[C@@H](CN(C)C(=O)Nc1ccc(C(F)(F)F)cc1)O2 | -8.8 | . | . | . | -1.1 | . | . | 14.2 | 1.7

Part of the list above, as labelled records.
Cc1ccc(C(C(=O)NC2CCCC2)N(C(=O)Cc2cccs2)c2ccc(C)c(C)c2)o1 (stereo unspecified)
  PAFAH2 inh = 8.9; GSTO1 inh = 0.8; LYPLA1 inh = 1.9; LYPLA2 inh = -3.1; PAFAH1B3 FP inh = -29.9; ZTA counter = 10.3; EBNA-1 inh = 2.7; PREPL inhibitor = -2.1; PAD4 inh = 3.2
COc1ccccc1C(=O)NNC(=O)c1cccc(C)c1
  PAFAH2 inh = -3.5; GSTO1 inh = -1.8; LYPLA1 inh = -3.7; LYPLA2 inh = -2.7; PAFAH1B3 FP inh = 2.7; ZTA counter = -12.7; EBNA-1 inh = -4.1; PREPL inhibitor = -7.2; PAD4 inh = 0.0
CCC(C)(C)NC(=O)CN(Cc1cccs1)C(=O)C(=O)Nc1ccc2c(c1)OCCO2
  PAFAH2 inh = 1.3; GSTO1 inh = 7.6; LYPLA1 inh = -1.0; LYPLA2 inh = -1.6; PAFAH1B3 FP inh = -0.1; ZTA counter = 5.5; EBNA-1 inh = 12.3; PREPL inhibitor = 5.6; PAD4 inh = -1.2
N#Cc1ccc(C(=O)NC2=NCCS2)cc1
  PAFAH2 inh = 2.9; GSTO1 inh = 9.4; LYPLA1 inh = -0.7; LYPLA2 inh = -0.9; PAFAH1B3 FP inh = 2.2; ZTA counter = -4.9; EBNA-1 inh = 6.6; PREPL inhibitor = 6.6; PAD4 inh = 2.6

Going on with the list.
mol | PAFAH2 inh | GSTO1 inh | LYPLA1 inh | LYPLA2 inh | PAFAH1B3 FP inh | ZTA counter | EBNA-1 inh | PREPL inhibitor | PAD4 inh
CC(NC(=O)CN1C(=O)NC2(CCCCC2C)C1=O)c1ccccc1 (stereo unspecified) | -3.9 | . | 0.7 | 3.0 | 7.5 | -6.9 | . | 6.7 | 0.8
NC1CCN(c2c(F)cc3c(=O)c(C(=O)O)cn(C4CC4)c3c2Cl)C1 (stereo unspecified) | -8.3 | -0.9 | -1.9 | 1.3 | 1.7 | 2.4 | -17.9 | 7.3 | -3.4
Cc1cccc(N2C(=O)SC(N(C)c3ccccc3)C2=O)c1 (stereo unspecified) | 5.2 | 4.5 | -0.1 | 9.4 | -2.8 | 7.5 | -15.5 | 8.3 | -2.3
Cc1nnc(NC(=O)c2ccc3ccccc3n2)s1 | -8.3 | 7.8 | 0.8 | -0.2 | 6.7 | -5.6 | 5.3 | 1.9 | -2.4
CCC(CC)C(=O)Nc1ccc(Nc2ccccc2)cc1 | -0.5 | 13.5 | -6.8 | -2.1 | 8.1 | 14.0 | -1.5 | 11.8 | -2.5
C/C(=N/NC(=O)c1cccs1)c1ccc(NC(=O)COc2ccc(Cl)cc2)cc1 | -6.1 | -4.0 | -2.4 | 3.1 | -3.0 | -2.5 | 4.0 | -8.9 | 1.7
Cc1ccccc1-n1ncc(C(C)NC(=O)c2ccco2)c1C (stereo unspecified) | 2.7 | 0.7 | -2.2 | -8.0 | 9.0 | -0.8 | 2.1 | -1.1 | -4.9
COc1ccc(C(=O)N2CCN(c3ncccn3)CC2)cc1S(=O)(=O)N1CCOCC1 | 7.9 | . | -0.7 | 4.6 | -1.9 | 13.0 | . | 0.5 | 3.5
Cc1nn(CC(=O)c2cccc(Cl)c2)c(C)c1[N+](=O)[O-] | 1.3 | 6.1 | -1.6 | 4.5 | -0.1 | -6.1 | -2.6 | -11.1 | -5.2
CCCCCCn1c(SCC(=O)c2ccccc2)nc2c1c(=O)[nH]c(=O)n2C | 1.6 | 15.8 | 2.2 | 3.3 | 2.4 | 4.2 | 5.8 | -7.8 | -0.9
CCN1CCN(c2ccc(NC(=O)c3cnccn3)cc2)CC1 | . | 9.4 | -1.2 | 4.8 | . | -1.1 | -13.8 | -12.9 | 7.7
N#Cc1cccc(NC(=O)CN2CCCCCC2)c1 | 3.7 | -2.6 | -1.8 | -5.3 | 8.2 | 2.0 | 3.7 | 3.0 | 1.9
O=C(Nc1ccc(Cl)cn1)c1cccc2c(Br)cccc12 | -0.2 | -3.6 | -3.1 | -6.1 | -1.5 | -4.6 | -3.5 | -10.8 | -6.5
C=C1CC2C3CC[C@@]4(OCOC45COCO5)[C@@]3(C)C(O)CC2[C@@]2(C)CCC(=O)C=C12 (stereo partly specified) | -3.1 | -8.2 | -0.9 | 0.6 | 3.3 | -11.3 | -14.3 | 11.7 | -2.4
NC(=O)CN1N=C(c2cc(Cl)sc2Cl)CSC1=O | -6.7 | 1.4 | -1.2 | -0.2 | -14.0 | -15.2 | -0.4 | 8.5 | 0.8
N#Cc1c(SCC(N)=O)nc2c(c1-c1ccc(O)cc1)CCCC2 | 2.6 | -10.8 | -1.2 | 4.7 | 4.7 | 1.0 | 7.5 | -7.4 | -3.5
COc1cccc(C(=O)NCC2(c3ccccc3)CCCC2)c1 | 4.3 | -2.0 | 0.6 | 0.9 | 4.2 | 12.3 | -13.3 | -8.2 | -4.3
O=C(CNC(=O)c1ccccc1F)NCCOc1cccc(Cl)c1Cl | 6.4 | -6.9 | -1.2 | -4.6 | 8.3 | 0.5 | -0.2 | -7.3 | -0.8
Cc1cc(NC(=O)COC(=O)CCCOc2ccc(Cl)cc2C)no1 | -1.6 | 10.0 | -0.3 | -1.4 | -1.3 | -12.6 | -5.0 | 0.8 | 0.7
O=C(NC1CCCC1)C1CCC(=O)N1C1CCCCC1 (stereo unspecified) | -2.8 | 7.5 | -0.4 | -0.5 | -2.5 | 5.8 | 13.6 | 1.8 | -0.8
COc1ccc(N2C(=O)C(CC(N)=O)N(NC(=O)CCc3ccccc3)C2=O)cc1 (stereo unspecified) | -3.2 | 5.5 | -2.0 | -1.5 | 2.9 | -7.6 | 3.0 | -3.3 | 1.2
O=C(/C=C/c1ccccc1)NC(=S)NNC(=O)c1cnccn1 | -5.3 | -7.4 | -2.1 | -3.7 | 7.0 | 3.6 | -2.6 | 9.0 | -0.4
Cc1cc(=O)oc2c3c(cc(OCC(=O)N[C@@H](CC(C)C)C(=O)O)c12)OC(C)(C)CC3 | 12.5 | 1.6 | 1.8 | 1.6 | 3.7 | 2.2 | -1.3 | 2.3 | 1.5
